ABCG2 inh – ABCG2 efflux pump inhibitors, primary screen, multiplex with ABCB1, IgMXP3 cells, flow cytometry | JC-1 efflux | inhibition, % at 6.6 µM | hit rate 0.1% among 190,000;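 active = inhibition above 80%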;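 note: 0% = DMSO and 100% = nicardipine control wells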
Target sequence (Q9UNQ0 whole entry, looked up): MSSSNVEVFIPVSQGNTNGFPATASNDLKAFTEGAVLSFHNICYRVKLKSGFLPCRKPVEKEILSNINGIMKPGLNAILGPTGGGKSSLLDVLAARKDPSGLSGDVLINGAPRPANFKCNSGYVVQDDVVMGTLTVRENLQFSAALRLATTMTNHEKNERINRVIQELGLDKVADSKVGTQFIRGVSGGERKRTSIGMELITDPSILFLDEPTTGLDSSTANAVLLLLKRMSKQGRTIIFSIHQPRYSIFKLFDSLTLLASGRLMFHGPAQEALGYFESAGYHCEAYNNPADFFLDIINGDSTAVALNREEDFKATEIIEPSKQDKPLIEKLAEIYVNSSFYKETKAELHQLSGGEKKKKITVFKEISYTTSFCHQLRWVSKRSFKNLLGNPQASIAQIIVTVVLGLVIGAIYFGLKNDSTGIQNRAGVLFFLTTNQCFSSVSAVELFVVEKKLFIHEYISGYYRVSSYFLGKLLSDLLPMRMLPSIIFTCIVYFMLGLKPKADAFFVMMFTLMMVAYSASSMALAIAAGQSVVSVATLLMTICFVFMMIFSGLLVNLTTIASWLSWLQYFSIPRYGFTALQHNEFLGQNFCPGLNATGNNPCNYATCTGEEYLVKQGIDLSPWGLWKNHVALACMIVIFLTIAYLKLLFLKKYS
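Test system: IgMXP3 (ABCG2) plus far-red-tagged CCRF-Adr (ABCB1) cells. Reagent: JC-1 dye as substrate. Timing: 10 min exposure at 25 °C with rotation, no wash. Measured by: flow cytometric JC-1 green MFI at 530 nm. Read-out: percent efflux inhibition, scaled nicardipine 100% to DMSO 0%. Control set: nicardipine and DMSO wells.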
Bim-Bcl-W – inhibitors of Bim binding to Bcl-W, primary screen, biochemical, multiplexed, bead-based flow cytometry | Bim peptide-Bcl-W binding | hit rate 0.02% among 190,000 | Bcl-2-like protein 2 (Homo sapiens), Q92843 | inhibition, % at 10 µM | AID 952, 2007;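 note: 0% = bound tracer without compound and 100% = peptide blocker; higher means less fluorescent Bim peptide bound to Bcl-W beads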
Bim-Bfl-1 – inhibitors of Bim binding to Bfl-1, primary screen, biochemical, multiplexed, bead-based flow cytometry | Bim-Bfl-1 binding inhibition | inhibition, % at 10 µM | hit rate 0.12% among 190,000 | AID 1008, 2008;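 note: 0% = wells without compound plus tracer and 100% = blocker peptide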
RGS7-Gao reg – RGS7-Galphao binding modulators, primary screen, biochemical, multiplexed bead flow cytometry; Guanine nucleotide-binding protein G(o) subunit alpha (Homo sapiens), P09471; actives lie on both sides; binding response (% of control), % at 10 µM; hit rate 0.35% among 220,000; AID 1439, 2008; in the data active = binding response below about 49% or above about 150%; inconclusive = no clear call, values can overlap the other calls; inactive = in between;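 note: fluorescent Galphao held in activated GDP-AlF4 state binding bead-coupled RGS7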
RGS8-Gao reg – RGS8-Galphao binding modulators, primary screen, biochemical, multiplexed bead flow cytometry. Guanine nucleotide-binding protein G(o) subunit alpha (Homo sapiens), P09471. actives lie on both sides. response (percent of control binding), % at 10 µM. hit rate 0.34% among 220,000. AID 1423, 2008; in the data active = response below about 60% or above about 140%; inactive = in between;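 note: Galphao activated as the GDP aluminium fluoride complex binding bead-coupled RGS8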
Bim-Bcl-2 – inhibitors of Bim-Bcl-2 binding, primary screen, biochemical, multiplexed, human Bcl-2 family. Bead-based flow cytometry, Bim peptide-Bcl-2 binding. Apoptosis regulator Bcl-2 (Homo sapiens), P10415. hit rate 0.06% among 190,000. inhibition, % at 10 µM; in the data active = inhibition above about 40%; inconclusive = no clear call, values can overlap the other calls;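 note: 0% = no compound wells with probe peptide and 100% = reference peptide inhibitor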
Target sequence (P10415 whole entry, looked up): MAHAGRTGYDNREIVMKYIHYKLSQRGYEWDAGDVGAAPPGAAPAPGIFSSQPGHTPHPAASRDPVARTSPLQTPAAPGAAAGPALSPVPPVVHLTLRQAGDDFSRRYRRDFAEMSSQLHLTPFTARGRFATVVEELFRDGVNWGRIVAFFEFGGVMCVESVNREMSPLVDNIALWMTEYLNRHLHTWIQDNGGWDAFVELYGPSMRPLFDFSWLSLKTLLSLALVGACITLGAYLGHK
Bcl-B Bim block – inhibitors of Bim-Bcl-B binding, primary screen, biochemical, multiplexed, human Bcl-2 family; Bcl-2-like protein 10 (Homo sapiens), Q9HD36; bead-based flow cytometry, Bim peptide-Bcl-B binding; inhibition, % at 10 µM; hit rate 0.073% among 190,000;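 note: 0% = tracer peptide without compound and 100% = reference inhibitor peptide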
RGS4-Gao reg – modulators of RGS4 binding to Galphao, primary screen, biochemical, multiplexed bead flow cytometry. binding response (% of control), % at 10 µM. Guanine nucleotide-binding protein G(o) subunit alpha (Homo sapiens), P09471. AID 1415, 2008. actives lie on both sides. hit rate 0.33% among 220,000; in the data active = binding response below about 49% or above about 150%; inactive = in between;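 note: fluorescent Galphao activated with aluminum fluoride binding bead-coupled RGS4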
ABCB1 block – ABCB1 efflux pump inhibitors, primary screen, cell-based, multiplex, flow cytometry, ABCG2 counter-screen | ATP-dependent translocase ABCB1 (Homo sapiens), P08183 | CCRF-Adr cells, JC-1 efflux | inhibition, % at 6.6 µM | hit rate 0.067% among 190,000 | AID 1326, 2008; in the data active = inhibition above about 40%;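 note: 0% = vehicle and 100% = reference inhibitor; higher value means more JC-1 retained so stronger ABCB1 efflux block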
Bcl-XL Bim block – inhibitors of Bim-Bcl-XL binding, primary screen, biochemical, multiplexed, bead flow cytometry, human Bcl-XL; Bcl-2-like protein 1 (Homo sapiens), Q07817; Bim peptide-Bcl-XL binding, fluorescence; inhibition, % at 10 µM; hit rate 0.04% among 190,000
Mcl-1 Bim block – inhibitors of Bim peptide binding to Mcl-1, primary screen, biochemical, bead-based flow cytometry, multiplex | inhibition, % at 10 µM | AID 1009, 2008 | Induced myeloid leukemia cell differentiation protein Mcl-1 (Homo sapiens), Q07820 | hit rate 0.1% among 190,000 | Bim peptide-Mcl-1 binding;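 note: 0% = no compound tracer wells and 100% = peptide blocker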
* marks the source's active call; other numbers are inactive results; ? = inconclusive; . = no result given. Cut-off read from the data, not from the text of the source, unless noted: active = inhibition above about 40%.

Screens in order – Bcl-XL Bim block, RGS8-Gao reg, ABCB1 block, Bcl-B Bim block, ABCG2 inh, Bim-Bcl-W, Bim-Bcl-2, Bim-Bfl-1, RGS7-Gao reg, Mcl-1 Bim block, RGS4-Gao reg
#1 CC(C)CN(C(=O)CN1CCCCCC1)c1c(N)n(CC(C)C)c(=O)[nH]c1=O
 : -1, 103, 0.5, -2, 1, 0, -3, -1, 101, -2, 101
#2 COc1ccc(S(=O)(=O)N2CCCCCC2)cc1NC(=O)Cc1cc(OC)c(OC)c(OC)c1
 : 0, 104, 1.9, 0, 11, -1, -3, -3, 103, -3, 103
#3 CC1(CCc2ccccc2)NC(=O)N(Cc2cc([N+](=O)[O-])cc3c2OCOC3)C1=O (stereo not drawn)
 : 0, 99, 1.8, -5, 5, 0, -4, -3, 101, 0, 98
#4 O=C(O)c1ccccc1-c1ccccc1C(=O)NCc1cccnc1
 : -2, 102, 0.4, -6, 1, -2, -2, -6, 104, -1, 104
#5 O=C(O)C1CC(c2ccccc2F)=NO1 (stereo not drawn)
 : -4, 104, 0.0, -3, 0, 0, -6, -10, 103, 1, 102
#6 COc1cc(NC(=O)CCCC(=O)OCC(F)(F)C(F)F)nc(OC)n1
 : -5, 97, 0.1, -4, 2, 1, -8, -9, 98, 1, 99
#7 COc1ccc(CC(=O)Nc2cccc(-c3ccc4nnc(C)n4n3)c2)cc1
 : -2, 103, 0.9, -2, 8, -1, -2, -6, 99, -2, 105
#8 CCCCC1CCC(C(=O)Nc2ccccc2)CC1 (stereo not drawn)
 : -4, 102, 0.7, -1, 4, 0, -3, -1, 101, -3, 101
#9 CCN(CC)CC(=O)NCC1(c2ccccc2)CCCC1
 : 0, 105, 0.4, 0, 0, 0, 0, -3, 103, 1, 100
#10 CCCCCOc1ccc(CSc2n[nH]c(C)n2)cc1
 : -1, 99, -0.8, -3, 13, -1, 0, -3, 102, -1, 100
#11 CCOC(=O)c1c(NC(=O)CSc2nnnn2-c2ccc(OC)cc2)sc(C)c1C
 : 4, 95, 6.8, -8, 22, 3, 4, 8, 96, -3, 100
#12 COc1ccc(Cc2nnc(SCC(=O)c3ccccc3)o2)cc1
 : 1, 101, -0.1, -1, -1, -1, -4, -3, 99, -2, 99
#13 C#CC[N+](C)(C)CCCCCCCCC
 : -5, 101, 0.3, -7, 2, -2, -3, -12, 105, -18, 100
#14 Cc1cc(C)c2nc(-c3ccccn3)cc(C(=O)NCc3ccco3)c2c1
 : 0, 101, 0.0, -2, 1, -1, -4, 0, 92, 0, 89
#15 CC1=C(C(=O)Nc2ccccc2)C(c2ccncc2)C(C#N)=C(SCC(=O)Nc2ccccc2)N1 (stereo not drawn)
 : -3, 103, 0.0, -2, 0, 5, -4, -12, 101, 2, 106
#16 COC(=O)C1C(O)=C(C=NC2CCCCC2)C(=O)CC1(C)C (stereo not drawn)
 : -2, 100, 0.3, -5, 3, -5, -2, -1, 103, -1, 106
#17 CCn1c(NC(=O)c2cccc(Cn3cc(Cl)cn3)c2)nc2ccccc21
 : -9, 98, 2.5, -7, 21, -5, -10, -11, 96, -3, 96
#18 O=C(CSc1nnnn1-c1ccccc1)NCc1cccs1
 : 1, 99, -2.8, 3, -1, 3, -2, 0, 100, 0, 100
#19 C=CCN(c1ccc(C(=O)Nc2cccc([N+](=O)[O-])c2)cc1)S(C)(=O)=O
 : -6, 100, 0.5, -1, 6, -4, -2, -5, 100, -2, 99
#20 CCOc1ccc(N(C(=O)c2cnsn2)C(C(=O)NC2CCCCC2)c2ccncc2)cc1 (stereo not drawn)
 : -4, 107, 1.2, -4, 46, -3, -5, -13, 104, 0, 106
#21 Cc1nn(-c2nc(-c3ccco3)cc(C(F)(F)F)n2)c(C)c1Cl
 : -7, 100, 0.1, -6, 22, 1, -9, -8, 96, -3, 97
#22 CCc1ccccc1NC(=O)C(C#N)Cc1cccnc1 (stereo not drawn)
 : -6, ., 0.1, -4, 0, -5, -6, -8, ., -2, .
#23 CCOC(=O)c1cnc2nc[nH]n2c1=O
 : -1, 97, 0.3, -5, 1, -5, 0, 0, 96, -3, 99
#24 Cc1ccc(NC(=O)CSc2nc(=O)cc(N)n2CCc2ccccc2)cc1
 : -4, 99, -0.1, -2, -2, -3, -4, -5, ?, -2, 99
#25 CCOC(=O)CC(=O)CSc1[nH]c(=O)cc(C)c1C#N
 : -1, 102, 0.2, -2, 3, 0, 0, 0, 100, 0, 102
#26 Cc1ccc2[nH]c(=O)c(CN(CCCO)S(=O)(=O)c3cccc4nsnc34)cc2c1
 : -5, 101, 0.0, -13, 0, 0, -10, -10, 109, -3, 103
#27 CCOC(=O)c1ccccc1NC(=O)c1ccccc1SC
 : -4, 94, -0.4, -10, 35, -2, -10, -16, 96, -1, 94
#28 CC(=O)c1cccc(N2C(=O)C3C(C(=O)Nc4cc(C)on4)C4(C)C=CC3(O4)C2C(=O)NC(C)(C)C)c1 (stereo not drawn)
 : -2, 101, 0.3, -3, 0, 1, 0, 0, 100, -1, 101
#29 O=c1[nH]c2ccc(S(=O)(=O)N3CCN(C4CCCCC4)CC3)cc2[nH]c1=O
 : 0, 98, -6.0, -1, -6, -1, -1, -2, 94, 1, 93
#30 COc1cccc2[nH]c3c(N4CCCC(C)C4)ncnc3c12 (stereo not drawn)
 : -3, 103, 0.6, -3, 28, 4, -2, -9, 102, 1, 104

Molecules listed so far containing a cyano group (3):
Screens in order – Bcl-XL Bim block, RGS8-Gao reg, ABCB1 block, Bcl-B Bim block, ABCG2 inh, Bim-Bcl-W, Bim-Bcl-2, Bim-Bfl-1, RGS7-Gao reg, Mcl-1 Bim block, RGS4-Gao reg
#15 CC1=C(C(=O)Nc2ccccc2)C(c2ccncc2)C(C#N)=C(SCC(=O)Nc2ccccc2)N1 (stereo not drawn)
 : -3, 103, 0.0, -2, 0, 5, -4, -12, 101, 2, 106
#22 CCc1ccccc1NC(=O)C(C#N)Cc1cccnc1 (stereo not drawn)
 : -6, ., 0.1, -4, 0, -5, -6, -8, ., -2, .
#25 CCOC(=O)CC(=O)CSc1[nH]c(=O)cc(C)c1C#N
 : -1, 102, 0.2, -2, 3, 0, 0, 0, 100, 0, 102

(listing goes on)
Screens in order – Bcl-XL Bim block, RGS8-Gao reg, ABCB1 block, Bcl-B Bim block, ABCG2 inh, Bim-Bcl-W, Bim-Bcl-2, Bim-Bfl-1, RGS7-Gao reg, Mcl-1 Bim block, RGS4-Gao reg
#31 CC1CCCN(c2ccc(C(=O)NCCc3ccccc3)cn2)C1 (stereo not drawn)
 : -8, 102, -0.1, -5, 34, 0, -8, -17, 101, -2, 101
#32 Cc1ccsc1-c1n[nH]c(=S)n1CC(C)C
 : -2, 101, -0.2, -1, -2, -2, 0, -3, 105, -1, 100
#33 O=C(CSCc1ccco1)c1cccs1
 : -3, 101, 0.3, -1, 1, -2, 2, -1, 97, -3, 98
#34 O=C(CCc1ccc(S(=O)(=O)N2CCOCC2)cc1)N/N=C/c1ccc(O)c(O)c1O
 : 3, 85, -0.2, -1, -1, 10, 8, 12, 82, 0, 84
#35 CCCNc1nc(N2CCOCC2)nc(N2CCOCC2)n1
 : 0, 99, 0.1, 0, 0, 0, 0, 0, 99, 0, 100
#36 CC(C)C(C)(C#N)NC(=O)CSc1nc2scc(-c3ccc(F)cc3)c2c(=O)n1Cc1ccccc1 (stereo not drawn)
 : -1, 91, -0.7, -2, -5, 0, 0, 5, 92, -2, 92
#37 O=S(=O)(Nc1ccc(-c2csc(-c3ccccc3)n2)cc1)c1ccccc1
 : -3, 104, 0.0, -6, 0, -4, -6, -1, 103, -1, 103
#38 O=C(CCc1ccccc1)NNC(=S)NC(=O)c1ccc(Cl)cc1
 : -4, 100, -0.2, -12, 0, 2, -2, -5, 96, -1, 100
#39 CCCC(CCC(=O)Nc1ccc(C(=O)OC)cc1)C(=O)O (stereo not drawn)
 : -10, 103, -0.1, -5, 0, -5, -4, -6, 101, -4, 102
#40 CCOC1(OCC)N=C(N)C2(C#N)C(c3ccc(NC(C)=O)cc3)C12C#N (stereo not drawn)
 : -12, 100, 0.7, -7, 22, -6, -7, -13, 101, -6, 100
#41 O=C(Nc1c2c(nn1-c1ccc(F)cc1)CS(=O)(=O)C2)c1ccc(S(=O)(=O)N2CCOCC2)cc1
 : 1, 103, 0.0, -1, 1, 3, -1, -3, 106, 0, 101
#42 O=C(c1cccc(F)c1)N1CCN(C(=O)c2cc3ncc(Br)cn3n2)CC1
 : -1, 101, -0.2, -8, 3, 1, -6, -11, 99, -1, 101
#43 CCOC(=O)C1CCCN(C(=O)/C=C/c2ccc(OC)cc2)C1 (stereo not drawn)
 : -3, 100, -0.3, -5, 1, 1, -3, -5, 101, 0, 103
#44 CCOC(=O)/C(=N\Nc1ccc(OC)cc1)c1csc(Nc2ccccc2)n1
 : -12, 99, -0.1, -11, 46, -3, -15, -10, 98, -7, 96
#45 CC(C)(C)c1cnnn1-c1ccc(/C=N/Nc2ccc([N+](=O)[O-])cc2)cc1
 : -8, 91, 1.0, -10, 6, -3, -4, -2, 98, -7, 99
#46 Cc1nnc(SCC(=O)NCc2ccc3c(c2)OCO3)[nH]c1=O
 : -13, 101, 1.2, -12, 8, -5, -12, -25, 104, -8, 103
#47 CC(C)(C)c1nn(-c2ccccc2)c2[nH]c(=O)c(CNCc3ccco3)cc12
 : 0, 108, 0.7, 2, 1, -1, 0, -1, 104, 1, 106
#48 COc1cc(NS(=O)(=O)c2ccc(NC(=S)NC(=O)c3cccs3)cc2)nc(OC)n1
 : -7, 102, -0.7, -9, 3, -3, -9, -16, 101, -2, 98
#49 N#CC(C#N)=Cc1ccc(OCC(=O)N2CCOCC2)cc1
 : -2, 103, 0.3, 0, 6, -2, 0, -5, 103, 0, 99

No enrichment for hits; any-hit rate near 0.94%.
